# From PubChem BioAssay
# a7 integrin act = qHTS for Activators of Integrin-Mediated Alleviation for Muscular Dystrophy; alpha7betagal myoblasts, beta-gal FDG fluorescence, 48 h; Potency, µM (titrated, usually from 38.3 µM), without a hit: at the top dose activation, hits mostly activators; 350,000 compounds, 0.064% hits;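 note: potency is the fitted concentration of half-maximal effect; 100% = response of the positive control SU9516; nearly all actives have a fitted effect of over 60% in size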
#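 alpha7betagal+/- myoblasts (passage 13, 250/well) treated 48 h at 37C with compounds at 1:260 dilution of DMSO stock. Lysed, then beta-galactosidase activity read as FDG fluorescence (ex 480/em 540) after 30 min, with pre-read for autofluorescence.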
# BCR signal inh = qHTS Assay to Find Inhibitors of Chronic Active B-Cell Receptor Signaling; Potency, µM (titrated, usually from 46.1 µM), for the others: at the highest dose ratio change, negative = lower green/red ratio, hits mostly inhibitors; ABC-DLBCL IkBa-CBG/CBR reporter, luminescence ratio, 4 h; 340,000 compounds, 0.05% hits; active = well fitted inhibition curve with a large enough effect in the signal ratio, with a control signal flat, not every such curve was filed as active; inconclusive = small, poorly fitted or top-dose-only effect, or effect the other way, or a change in a side signal; the % refers to the signal ratio;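 note: potency is the fitted concentration of half-maximal effect; plate controls were basal doxycycline-induced cells for no effect and cells given 10 µM MG132 for full effect; MG132 reads +100%, hits lower the ratio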
#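 Compounds up to 46 uM were incubated four hours with TMD8 cells whose green CBG68 luciferase is fused to IkappaBalpha; red CBR luminescence normalised the signal, and concentration-effect curves were fitted to fusion, red and ratio data.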
# Eya2 phos inh = qHTS Assay for Inhibitors of the Phosphatase Activity of Eya2; recombinant Eya2, OMFP fluorescence dephosphorylation (OMFP is methylfluorescein phosphate); Potency, µM (highest dose often 76.9 µM), for inactives: at the top dose activity, negative = inhibition, most hits filed as inhibitors; 330,000 compounds, 0.006% hits; AID 488837, 2010; note: potency is the fitted concentration of half-maximal effect; % is set by controls: 0 for no effect and ±100 for the full control effect
#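 Eya2 protein (added as 0.2 uM solution) was preincubated with compound for 10 min at ambient temperature in 50 mM HEPES pH 7.5, 50 mM NaCl, 5 uM MgCl2, 0.05% BSA, 1 mM DTT. OMFP (added at 50 uM) then reacted 10 min; fluorescence read at 485/525 nm.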
# Tb PFK block = qHTS Assay to Find Inhibitors of T. brucei phosphofructokinase; T. brucei PFK, ADP-Glo luminescence; Potency, µM (series often up to 57.5 µM), for the others: at the top dose activity, negative = inhibition, actives largely listed as inhibitors; 330,000 compounds, 0.17% hits;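 note: potency is the fitted concentration of half-maximal effect; 0% = uninhibited 1x PFK enzyme wells and -100% = no-enzyme wells; nearly all actives have a fitted effect of over 60% in size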
# Target sequence (O15648 whole entry, looked up): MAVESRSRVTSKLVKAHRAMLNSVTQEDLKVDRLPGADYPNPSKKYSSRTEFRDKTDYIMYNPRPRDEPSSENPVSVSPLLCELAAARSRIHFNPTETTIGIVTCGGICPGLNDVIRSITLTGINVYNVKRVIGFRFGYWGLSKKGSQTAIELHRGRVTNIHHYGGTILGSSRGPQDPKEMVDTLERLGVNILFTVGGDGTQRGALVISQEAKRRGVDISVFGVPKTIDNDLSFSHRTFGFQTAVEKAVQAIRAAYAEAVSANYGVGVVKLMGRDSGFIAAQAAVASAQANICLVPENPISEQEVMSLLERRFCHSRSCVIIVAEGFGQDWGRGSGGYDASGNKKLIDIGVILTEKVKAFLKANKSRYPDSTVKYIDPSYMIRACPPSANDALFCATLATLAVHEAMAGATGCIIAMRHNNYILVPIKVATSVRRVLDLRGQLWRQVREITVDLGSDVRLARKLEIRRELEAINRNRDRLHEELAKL
#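 1.25 nM PFK with 0.5 mM F6P and 0.1 mM ATP in 0.1 M TEA pH 8.0, 5 mM MgCl2, incubated 45 min at room temperature; ADP measured by ADP-Glo luminescence; compounds titrated up to 57 uM.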
# TSG101-PTAP inh = qHTS Assay for Iinhibitors of HIV-1 Budding by Blocking the Interaction of PTAP/TSG101. Tumor susceptibility gene 101 protein (Homo sapiens), Q99816. Fluorescence polarization, FITC-PTAP peptide / Tsg101 binding. Potency, µM (highest dose often 115 µM), for inactives: top-dose activity change, negative = inhibition, usual class: inhibitors. 340,000 tested, under 10 active. AID 493005, 2010; active = well fitted inhibition curve with a large enough effect in the main read-out, with a control signal flat, not every such curve was filed as active; inconclusive = small, poorly fitted or top-dose-only effect, or effect the other way, or a change in a side signal; inactive = no such curve, though single readings can be large or run the other way; note: potency is the fitted concentration of half-maximal effect; % of control where 0% means no effect
# Target sequence (Q99816 whole entry, looked up): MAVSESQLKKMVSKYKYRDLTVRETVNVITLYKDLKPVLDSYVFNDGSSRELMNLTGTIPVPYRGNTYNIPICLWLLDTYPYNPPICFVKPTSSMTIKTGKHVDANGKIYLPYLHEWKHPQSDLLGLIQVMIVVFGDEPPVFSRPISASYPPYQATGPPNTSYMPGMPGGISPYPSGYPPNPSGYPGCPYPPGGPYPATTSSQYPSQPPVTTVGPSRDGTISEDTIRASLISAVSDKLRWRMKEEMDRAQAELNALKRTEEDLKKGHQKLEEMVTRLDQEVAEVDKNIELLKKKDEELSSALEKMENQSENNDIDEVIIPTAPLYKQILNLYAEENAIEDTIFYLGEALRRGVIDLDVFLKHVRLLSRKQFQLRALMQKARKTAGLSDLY
#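 Fluorescence polarization binding of Tsg101 binding domain (10 uM final) to FITC-labeled PTAP peptide (50 nM final) in HEPES pH 7.5 buffer with NaCl, Tween 20, EDTA, TCEP. Compounds added before peptide; binding 20 min at RT.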
# ELG1 repair inh = qHTS screen for small molecules that inhibit ELG1-dependent DNA repair in human embryonic kidney (HEK293T) cells expressing luciferase-tagged ELG1. HEK293T ELG1-luciferase reporter, luminescence, 16 h; DNA damage induced by 5-fluorouridine. Potency, µM (highest dose often 46.1 µM), without a hit: at the highest dose activity change, negative = inhibition, hits mostly inhibitors. 330,000 compounds, 2.3% hits; note: potency is the fitted concentration of half-maximal effect; % is set by controls: 0 for no effect and ±100 for the full control effect; nearly all actives have a fitted effect of over 55% in size
#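 Quantitative HTS, concentration-response format. 2,000 cells/well co-treated with 5-fluorouridine and compound, 16 hr in 5% CO2 at 37 °C; ONE-Glo luminescence read after 30 min.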
# TSHR antagonist = Antagonists of the Thyroid Stimulating Hormone Receptor: HTS campaign; activity change, negative = inhibition, % at 11.5 µM; TSHR-expressing cells, TSH-stimulated cAMP HTRF, 2 h; hits give low values; 330,000 compounds, 0.2% hits; Thyrotropin receptor (Homo sapiens), P16473;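 active = activity change below a set negative limit, meaning inhibition stronger than a set level, cut at about -70% in these data; inconclusive = activity change between two set negative limits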; note: % is set by controls: 0 for no effect and ±100 for the full control effect
#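 Antagonism was scored as loss of TSH-driven cAMP in TSHR cells, stimulated with 4nM TSH (EC80) for 2 hours at 37 deg C and detected by homogeneous HTRF competition immunoassay.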
# TCR activator = Activators of T cell receptors: qHTS campaign; primary human leukocytes, anti-CD3, IL-2 HTRF, 48 h; Potency, µM (top dose mostly 9.22 µM), for inactives: at the top dose activation of IL-2 secretion, most hits filed as activators; 330,000 tested, under 10 active; AID 504894, 2011; note: % of control where 0% means no effect
#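 IL-2 release read by HTRF sandwich (Eu cryptate donor, d2 acceptor, 665 nm emission) after 48 hr exposure of primary human leukocytes to compound together with anti-CD3 beads in the absence of co-stimulatory signals.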
# A-T KAP1 phos = qHTS Assay for Identifying a Potential Treatment of Ataxia-Telangiectasia; […] A-T fibroblasts, KAP-1 phosphorylation AlphaLISA; neocarzinostatin DNA damage 30 min before lysis; Potency, µM (doses to about 57.5 µM), for the others: at the highest dose activation, actives largely listed as activators; 320,000 compounds, 0.19% hits; note: potency is the fitted concentration of half-maximal effect; % of control where 0% means no effect; nearly all actives have a fitted effect of over 45% in size
#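 hTERT-immortalized A-T patient fibroblasts ([…]), 500 cells/well in OPTI-MEM, 1% FBS, got compounds for 60 min, then NCS for 30 min at 37C. Lysates were then assayed for phospho-KAP-1 by AlphaLISA (anti-pKAP1 donor, anti-KAP1 acceptor beads), 6 hr at 25C.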
# Mito fusion act = qHTS Assay for Small Molecule Inhibitors of Mitochondrial Division or Activators of Mitochondrial Fusion | AID 485298, 2010 | S. cerevisiae fusion-defective mutant growth rescue, CellTiterGlo 48 h | 320,000 compounds, 0.23% hits | Potency, µM (doses to about 46.1 µM), for the others: at the top dose growth rescue (activation), hits mostly activators;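 note: potency is the fitted concentration of half-maximal effect; % of control where 0% means no effect; nearly all actives have a fitted effect of over 45% in size; temperature-sensitive fusion mutants such as fzo1-1 at 37 °C on non-fermentable ethanol glycerol medium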
#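 S. cerevisiae fusion-defective temperature-sensitive mutants (e.g. fzo1-1, mgm1-5) grown 48 h at 37C in YPEG (ethanol/glycerol non-fermentable) medium with 23 nl compound per well; growth rescue read as CellTiterGlo luminescence.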
# ASM inhibitor = Inhibitors of Secretory Acid Sphingomyelinase (S-ASM): qHTS; Sphingomyelin phosphodiesterase (Homo sapiens), P17405; placental ASM, HMU-PC fluorogenic substrate, 60 min; Potency, µM (top dose mostly 57.5 µM), without a hit: top-dose activity change, negative = inhibition, actives largely listed as inhibitors; 340,000 compounds, 0.006% hits; note: potency is the fitted concentration of half-maximal effect
#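 Steps: dispense placental human ASM, pin compound, wait 10 min at room temperature, add HMU-PC0 substrate at 9 uM final, incubate 60 min at 37 °C, add stop solution raising pH to 10, read fluorescence.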
# Starred values were filed as active, the others as inactive; ? = inconclusive; · = no result given; & = joins results of further samples; [ ] = dose if it differs, or a comment. Unless noted, calls come from the whole dose curve; as a rule, active = well fitted curve in the direction sought with a large enough effect; inconclusive = small, poorly fitted or top-dose-only effect, or another doubt; inactive = no such curve, though single readings can be large; an effect the other way counts as inactive or inconclusive. No enrichment for hits; 3.2% or so of the library scored in one or more.
SMILES,a7 integrin act,BCR signal inh,Eya2 phos inh,Tb PFK block,TSG101-PTAP inh,ELG1 repair inh,TSHR antagonist,TCR activator,A-T KAP1 phos,Mito fusion act,ASM inhibitor
CC(C)C(NC(=O)c1c(F)cccc1F)C(=O)NCC(c1ccccc1)N(C)C (stereo not given),9%,-6%,9%,6%,-2%,3%,-2,3%,-2%,1%,5%
O=C(CSc1nc(O)cc(=O)n1-c1ccccc1)Nc1nc2ccccc2s1,32%,17%,-23%,1%,0%,23%,-12,-3%,3%,1%,7%
O=C(NCCN1CCOCC1)C(=O)NCc1ccc2c(c1)OCO2,24%,0%,8%,-3%,-7%,6%,2,1%,3%,7%,2%
Cc1cc(C)c(S(=O)(=O)NCCc2cc3ccc(C)c(C)c3[nH]c2=O)c(C)c1,3%,0%,14%,0%,-3%,-5%,-1,-1%,-1%,21%,?
CCOC(=O)c1ccc(NCc2ccc3c(c2)OCO3)cc1,-15%,-2%,1%,0%,-1%,?,10,2%,5%,-6%,-2%
COc1ccc(NC(=O)c2ccc(C(=O)Nc3ccc(OC)cc3OC)cc2)c(OC)c1,-15%,-2%,-2%,-7%,-6%,?,0,1%,-3%,-10%,8%
Cc1ccc(-c2nn(-c3ccc(F)cc3)cc2C(=O)NCC(c2cccs2)N2CCOCC2)cc1 (stereo not given),12%,6%,-3%,0%,-7%,?,-3,-3%,0%,8%,-10%
N#CC1=C2SCCN2C(=O)C(C#N)C12CCCCC2 (stereo not given),?,2%,-3%,5%,-3%,-2%,-10,-4%,9%,24%,3%
COc1cc2c(cc1NC(=O)c1cccc(F)c1)CCCC2,0%,5%,-1%,-1%,-1%,?,-16,2%[46.1 µM],2%,?,1%
CC(C)N(C(=O)[C@H]1C[C@H](CC(=O)NCCN2CCOCC2)C(=O)N2CCc3c([nH]c4ccc(Cl)cc34)[C@]12C)C(C)C,-3%,-18%,-1%,0%,0%,4%,2,1%[46.1 µM],11%,·,-2%
COc1cccc(NC(=O)c2ccc(-n3cccn3)nc2)c1,18%,?,15%,-7%,0%,3%,-4,-13%,1%,1%,2%
COc1ccccc1CNC(=O)C(=O)NCC1CCCN1S(=O)(=O)c1cccs1 (stereo not given),?,?,-14%,-3%,-2%,-5%,-1,4%,-1%,8%,3%
COc1cccc(OCc2cc(C(=O)N3CCCC3c3ccccn3)no2)c1 (stereo not given),12%,1%,4%,-4%,-2%,?,-8,-6%,3%,-2%,5%
COc1ccccc1-c1c(C)oc2cc(OC(=O)c3ccco3)ccc2c1=O,6%,0%,-10%,16%,-8%,-11%,-3,-4%,9%,4%,97%[activator]
NC(=O)c1ccccc1-c1noc(-c2ccccc2F)n1,·,?,-1%,0%,·,·,12,·,-4%,-3%,·
CCC(Sc1nnc(C)s1)C(=O)Nc1nccs1 (stereo not given),?,4%,11%,-1%,-5%,?,-3,1%,29%,5%,1%
CCCc1nc(SCC(=O)NC2CC2)c2c(C)c(C)sc2n1,6%,-1%,-22%,-1%,0%,11%,-10,-2%,7%,0%,2%
COc1ccc(NC(=O)CN(C)C(=O)CSCc2c(C)noc2C)cc1,31%,6%,-20%,8%,-2%,15%,5,-10%,7%,-7%,4%
CCOC(=O)C1=C(C)NC(C)=C(C(=O)OCC)C1C(=O)OCC(=O)N1CCC(C)CC1,-1%&-24%,-1%&3%,8%&-7%,0%&2%,-1%&-8%,-21%&-8%,-6&17,-7%&-6%,-2%&-1%,-1%,79%&42%[activator]
CCOC(=O)c1[nH]c2ccc(OC)cc2c1C,19%,?,4%,0%,-4%,?,-8,3%,-2%,-5%,10%
O=C(CNC(=O)c1sc2ccccc2c1Cl)NCc1cccnc1,?,?,-6%,3%,-3%,7%,-9,-5%,9%,2%,-1%
O=C(CCc1ccc(S(=O)(=O)N2CCOCC2)cc1)Nc1ccc2c(c1)OCCO2,13%,10%,7%,0%,-4%,0%,-7,11%,-35%,0%,2%
COc1ccc(C(=O)Nc2ccc3c(c2)OCCO3)cc1[N+](=O)[O-],-30%,?,7%,-24%,-2%,26%,1,6%,2%,2%,-1%
COc1ccc(C(=O)COC(=O)CCNS(=O)(=O)c2ccc(NC(C)=O)cc2)c(OC)c1,12%,-14%,1%,10%,-5%,0%,3,1%,-1%,-2%,0%
CN(C)c1ccc(/C=C2\NC(=S)N(Cc3ccccc3)C2=O)cc1,-22%,5%,?,-4%,?,-19%,-35,-4%,-5%,-6%,?

# The final 5 records of the part before lead into the next.
SMILES,a7 integrin act,BCR signal inh,Eya2 phos inh,Tb PFK block,TSG101-PTAP inh,ELG1 repair inh,TSHR antagonist,TCR activator,A-T KAP1 phos,Mito fusion act,ASM inhibitor
O=C(CNC(=O)c1sc2ccccc2c1Cl)NCc1cccnc1,?,?,-6%,3%,-3%,7%,-9,-5%,9%,2%,-1%
O=C(CCc1ccc(S(=O)(=O)N2CCOCC2)cc1)Nc1ccc2c(c1)OCCO2,13%,10%,7%,0%,-4%,0%,-7,11%,-35%,0%,2%
COc1ccc(C(=O)Nc2ccc3c(c2)OCCO3)cc1[N+](=O)[O-],-30%,?,7%,-24%,-2%,26%,1,6%,2%,2%,-1%
COc1ccc(C(=O)COC(=O)CCNS(=O)(=O)c2ccc(NC(C)=O)cc2)c(OC)c1,12%,-14%,1%,10%,-5%,0%,3,1%,-1%,-2%,0%
CN(C)c1ccc(/C=C2\NC(=S)N(Cc3ccccc3)C2=O)cc1,-22%,5%,?,-4%,?,-19%,-35,-4%,-5%,-6%,?
CCn1c(=O)c2ccccc2n(Cc2ccc([N+](=O)[O-])cc2)c1=O,44%,-10%,4%,-20%,-6%,-24%,9,2%,-5%,4%,-3%
CC(Sc1nccn1C)C(=O)Nc1ccccc1 (stereo not given),33%,3%,-4%,-3%,8%,5%,4,-1%,6%,-3%,0%
O=C(O)c1ccc(N2CCN(C(c3ccccc3)c3ccccc3)CC2)c([N+](=O)[O-])c1,-7%,?,-5%,-6%,-5%,13%,-19,-8%,-4%,2%,-4%
C#CCOCCOCCOCCNc1nc(N2CCN(C(=O)CCCCCCCCCCNC(=O)[C@H](CCCCN)n3cc(C[C@@H](C)CC)nn3)CC2)nc(N2CCN(C(=O)CCCCCCCCCCNC(=O)[C@@H]([C@H](C)O)n3cc(C)nn3)CC2)n1,-41%,?,-15%,0%,14%,?,-6,7%,10%,-5%,-22%
Cc1ccc(C(=O)N/C(=C\c2cccs2)C(=O)NCC2CCCO2)cc1C (stereo not given),-19%,?,8%,-3%,-3%,7%,0,0%[46.1 µM],0%,-1%,-1%
CC(Sc1ccccn1)C(=O)Nc1ccc2c(c1)OCCO2 (stereo not given),11%,-8%,-14%,5%,-1%,?,-7,-5%,2%,-2%,4%
CC(=O)N1CCc2cc(S(=O)(=O)NCCCOC(C)C)ccc21,-25%,9%,-27%,1%,-5%,-19%,22,0%,2%,-2%,-3%
